Ub-GFP proteasome – inhibits proteasome, raising ubiquitin-GFP reporter fluorescence; 67,000 tested, under 10 active; AID 526; Potency, µM (doses to about 45.9 µM), for inactives: top-dose activation (GFP accumulation), most hits filed as activators; Ubiquitin-GFP reporter cells, proteasome inhibition, GFP fluorescence; response scale: untreated = 0%, 10 µM MG-132 = 100%; active means well fitted activation curve with a large enough effect, not every such curve was filed as active; inconclusive means small, poorly fitted or top-dose-only effect, or another doubt; inactive means no such curve, though single readings can be large or run the other way; further: potency means the concentration at half of the fitted maximal effect
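U2OS cells expressing ubiquitin(G76V)-GFP, seeded overnight in 0.5% FBS medium, then treated 4 hr at 37 C across 46 uM to 2.9 nM. GFP-positive cells counted by laser cytometry (488 ex/515 em); %activity scaled between basal and 10 uM MG-132.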
HBB splicing – modulators of hemoglobin beta chain splicing; HBB splicing reporter cell assay, activation; EGFP reporter with mutant IVS2-654 intron; response scale: normalised to 500 nM splice-correcting PNA; Potency, µM (titrated, usually from 46.1 µM), for inactives: top-dose activation, most hits filed as activators; 0.06% of 65,000 active; AID 925; further: potency means the concentration at half of the fitted maximal effect; 0% is about no effect
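Compounds were applied for 2 days to HeLa EGFP-654 cells, 500/well in Optimem with 2% FCS. The reporter's EGFP is disrupted by mis-splicing of beta-globin intron IVS2-654. Readout: summed well GFP fluorescence from 488 nm laser scanning; reference was 500 nM antisense […] 654 PNA.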
ERK AVP inh – inhibitors of vasopressin-stimulated ERK signaling pathway | 0.99% of 72,000 active | AID 995 | Potency, µM (highest dose often 57.5 µM), for the others: at the top dose activity, negative = inhibition, usual class: inhibitors | HEK293-V1b, vasopressin-stimulated pERK AlphaScreen; further: potency means the concentration at half of the fitted maximal effect; on the % scale 0 is the no-effect control and ±100 the full control effect; nearly all actives have a fitted effect of over 55% in size
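Phosphorylated ERK1/2 detected via AlphaScreen bead proximity in lysates of V1b-expressing HEK293 cells given 25 nM vasopressin for 5 min after 30 min compound exposure (37 °C). AC50 from Hill equation; basal DMSO 0%, vasopressin 100%.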
4MU fluor – 4-MU region autofluorescence | compound autofluorescence, 340/450 nm, 4-MU equivalents; hits give high values | max dye-equivalent concentration, M | 11% of 59,000 active; in the data active means max dye-equivalent concentration above about 10 nM; inconclusive means mostly about 1.1 nM to 9.6 nM
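Compounds in 100 mM Tris, pH 8.0, sat 15 min at room temperature before fluorescence was read at 340 nm excitation/450 nm emission; a per-plate six-point 4-MU standard curve converted signals to dye-equivalent concentration at each compound concentration.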
Hsp90 Hop PPI – changes Hsp90-Hop TPR2A binding signal, up or down | AlphaScreen TPR2A-His6 binding biotin-Hsp90 C-terminal peptide | Potency, µM (titrated, usually from 57 µM), inactives show at the top dose activity change, negative = inhibition | 0.44% of 71,000 active | AID 595; active means well fitted curve in either direction with a large enough effect; inconclusive means small, poorly fitted or top-dose-only effect, or another doubt; further: potency means the concentration at half of the fitted maximal effect; on the % scale 0 is the no-effect control and ±100 the full control effect; many of its hits are not listed in these tables
A350 autofl – compounds fluorescent in Alexa 350 spectral region; Compound autofluorescence, 340/450 nm, Alexa 350 dye-equivalents; hits give high values; max dye-equivalent concentration, M; 11% of 59,000 active; AID 590; in the data active means max dye-equivalent concentration above about 10 nM; inconclusive means mostly about 1.1 nM to 9.6 nM
GFP derepression – epigenetic GFP locus derepression in mouse cells; mouse C127i GFP locus derepression, cytometry, 30 h; Potency, µM (highest dose often 46.1 µM), for the others: at the highest dose GFP derepression (activation); 0.09% of 68,000 active; further: % of control where 0% means no effect
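Murine C127i mammary cells carrying a silenced, stably integrated CMV-driven GFP reporter were treated with compound for 30 hours at 37 C. After PBS washes, GFP-positive cells were counted by laser-scanning microplate cytometry.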
Texas Red fluor – compound fluoresces in the Texas Red spectral region; Compound fluorescence, Texas Red channel, 547/618 nm; hits give high values; max dye-equivalent concentration, M; 0.06% of 59,000 active; AID 587; in the data active means max dye-equivalent concentration above about 10 nM; inconclusive means between about 1.1 nM and that limit
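Texas Red-region profiling: compounds in 100 mM Tris pH 8.0 were read at 547/618 nm after 15 min at room temperature. Intensities were normalized against a six-point Texas Red standard series to give dye-equivalent concentration.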
Fluorescein fluor – fluorescein region autofluorescence; Compound autofluorescence, 480/540 nm, fluorescein-equivalent; hits give high values; max fluorescein-equivalent concentration, M; 0.91% of 59,000 active; in the data active means max fluorescein-equivalent concentration above about 10 nM; inconclusive means between about 1.1 nM and that limit
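Tris 100 mM pH 8.0; 15 min RT; CCD read, ex 480/em 540 nm. Output: fluorescein-equivalent concentration per compound concentration, from six-point dye series on each plate.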
Luciferase inh – blocks Photinus pyralis firefly luciferase activity; P08659; purified firefly luciferase, luminescence, 8 min; Potency, µM (top dose mostly 57.1 µM), for inactives: top-dose activity change, negative = inhibition, hits mostly inhibitors; 2.2% of 72,000 active; further: potency means the concentration at half of the fitted maximal effect; on the % scale 0 is the no-effect control and ±100 the full control effect; nearly all actives have a fitted effect of over 40% in size
Target sequence (P08659 whole entry, looked up): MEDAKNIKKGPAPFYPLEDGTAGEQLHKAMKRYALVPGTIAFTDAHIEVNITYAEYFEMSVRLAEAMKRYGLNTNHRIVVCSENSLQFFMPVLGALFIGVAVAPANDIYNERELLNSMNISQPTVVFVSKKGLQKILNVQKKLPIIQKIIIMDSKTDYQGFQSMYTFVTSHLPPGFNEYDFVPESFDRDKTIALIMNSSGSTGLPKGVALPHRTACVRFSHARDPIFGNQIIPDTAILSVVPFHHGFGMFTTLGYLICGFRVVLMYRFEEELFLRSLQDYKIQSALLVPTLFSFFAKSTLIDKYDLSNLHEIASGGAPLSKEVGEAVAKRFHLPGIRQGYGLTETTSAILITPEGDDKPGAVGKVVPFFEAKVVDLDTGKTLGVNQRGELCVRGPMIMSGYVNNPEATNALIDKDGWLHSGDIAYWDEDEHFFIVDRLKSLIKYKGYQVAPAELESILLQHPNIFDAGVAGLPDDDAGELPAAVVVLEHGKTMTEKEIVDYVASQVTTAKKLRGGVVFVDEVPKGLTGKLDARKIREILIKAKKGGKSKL
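Inhibition of light generation by firefly luciferase from ATP and luciferin was profiled with concentration-response curves per sample, ATP held at 10 uM within the enzyme's linear range. Plates were read by luminescence after an 8-minute ambient incubation.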
CRE Fsk mod – CRE-bla signaling modulation under forskolin stimulation; Potency, µM (doses to about 38.2 µM), for the others: at the top dose activity change, negative = inhibition, hits mostly activators; CHO CRE-bla reporter (cAMP response element driving beta-lactamase), forskolin EC10, beta-lactamase ratio; 2.5% of 71,000 active; active means well fitted activation curve with a large enough effect in the signal ratio, with a control signal flat, not every such curve was filed as active; inconclusive means small, poorly fitted or top-dose-only effect, or effect the other way, or a change in a side signal; the % refers to the signal ratio; further: potency means the concentration at half of the fitted maximal effect; % of control where 0% means no effect
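Modulation of forskolin-driven signalling is measured in CHO cells carrying a CRE-controlled beta-lactamase reporter. Cells are stimulated with EC10 NKH 477 in the presence of titrated compound for 3 h at 37 °C, then loaded with CCF4 for 2 h at room temperature.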
Numbers without * were called inactive; i = inactive; ? = inconclusive; · = no result given; & = joins results of further samples; [ ] = dose if it differs, or a comment. Unless noted, the call rests on the fitted dose curve; in most records, active means well fitted curve in the direction sought with a large enough effect; inconclusive means small, poorly fitted or top-dose-only effect, or another doubt; inactive means no such curve, though single readings can be large; an effect the other way counts as inactive or inconclusive.

SMILES	Ub-GFP proteasome	HBB splicing	ERK AVP inh	4MU fluor	Hsp90 Hop PPI	A350 autofl	GFP derepression	Texas Red fluor	Fluorescein fluor	Luciferase inh	CRE Fsk mod
O=C(Cn1ncc2c(=O)oc3ccccc3c21)N(Cc1ccco1)C1CCCCC1	-3%	0.0%	7%	·	-3%[2.3 µM]	·	·	·	·	4%	1%
c1cc(-c2nc3ccccc3o2)nc(-c2nc3ccccc3o2)c1	-3%	4.7%[57.5 µM]	10%	i	-2%	i	1%	?	i	2%	7%
Cc1csc2nc(CNC(=O)c3ccco3)cn12	-6%	0.0%	-14%	i	-3%	i	0%	i	i	-4%	2%
COC(=O)CSc1nnc(-c2ccc(NS(=O)(=O)c3ccccc3)cc2)o1	2%	-0.7%	?	i	-7%	?	1%	i	i	0%	10%
O=C(c1cnccn1)N1CCC2(CCN(Cc3nccs3)CC2)CC1	-13%	3.4%	16%	i	-1%	i	0%[9.22 µM]	i	i	0%[11.4 µM]	-1%
COc1cccc(C2CC(c3cccc(OC)c3)n3nc(N)nc3N2)c1 (stereo unspecified)	-8%	-0.1%	-11%	·	-1%[2.3 µM]	·	·	·	·	-8%	-6%
c1cc(-c2nc3cc(Oc4ccc5oc(-c6ccncc6)nc5c4)ccc3o2)ccn1	19%	-0.5%	-7%	?	?	?	-1%	i	i	0%	?
CSc1nnc(CNC(=O)c2ccccc2)n1-c1ccc(F)cc1	3%	0.0%	·	·	1%	·	·	·	·	2%	-6%
COc1ccc(C(=O)NCCn2cc(SCC(=O)Nc3cc(C)on3)c3ccccc32)cc1OC	-3%	-1.0%	14%	i	-6%	i	-3%	i	i	0%	?
COc1cc([C@@H]2[C@H]3CNCC=C3C(C#N)=C(N)C2(C#N)C#N)ccc1OC(C)C	·	·	·	1.2e-08M*	·	1.5e-08M*	3%[20.6 µM]	i	?	-1%[25.5 µM]	·
CNC(=O)CN(c1cccc2ccccc12)S(C)(=O)=O	4%	-0.1%	1%	i	-4%	i	0%	i	i	-1%	-2%
O=C(O)[C@@H]1[C@@H](C(=O)NCc2ccccn2)[C@@H]2C=C[C@@H]1O2	6%[9.17 µM]	1.1%[9.22 µM]	-17%[11.5 µM]	i	-9%[11 µM]	i	-1%[9.22 µM]	i	i	4%[11.4 µM]	8%[7.6 µM]
CCOC(=O)N1CCN(c2nc(C(F)(F)F)nc3c(C)cc(C)cc23)CC1	6%	-0.9%	7%	i	3%	i	5%	i	i	2%	1%
C[C@]12C[C@H](O)[C@H]3[C@@H](CCC4=CC(=O)CC[C@@]43C)[C@@H]1CC[C@@H]2C(=O)CO	·	-1.5%	23%&5%	i	1%	i	23%[20.6 µM]	i	?	0%[25.5 µM]	-6%
CCOC(=O)c1cc(OC(=O)c2cccnc2)n(-c2ccccc2)n1	5%	-0.5%	-2%	i	-4%	i	4%	i	?	1%	12%
COc1cc(S(=O)(=O)N(Cc2cccs2)CC2CCCO2)ccc1-n1cnnn1 (stereo unspecified)	-4%	·	25%	i	1%	i	0%	i	?	5%	10%
Oc1ccccc1Nc1nc(NCC2CCCO2)c2ccccc2n1 (stereo unspecified)	-2%	·	-13%	i	-18%	i	-1%	i	?	-5%	17%
C/C(=N\O)c1c(C)c2ccccc2n1C	·	·	·	i	·	i	0%[20.6 µM]	i	i	2%[25.5 µM]	·
Cc1occc1C(=O)Nc1ccccc1NC(=O)c1ccoc1C	-3%	0.2%	?	i	-6%	i	3%	i	i	1%	-9%
Cc1nc(/N=C(\N)Nc2ccccc2)nc2ccccc12	·	·	·	1.8e-07M*	·	2e-07M*	0%[20.6 µM]	i	?	-12%[25.5 µM]	·
COc1ccccc1N1C(=O)C2ON(c3ccccc3)C(c3ccc(N(C)C)cc3)C2C1=O (stereo unspecified)	·	·	·	i	·	i	-1%[20.6 µM]	i	i	1%[25.5 µM]	·
Cc1ccc(N2C(=O)CC(N3CCN(C4CCc5ccccc5C4)CC3)C2=O)cc1 (stereo unspecified)	18%	-0.3%[9.22 µM]	-12%	·	-2%	·	0%	·	·	-1%	-2%
Cc1cc(C)nc(Sc2c(C)n[nH]c2C)n1	-2%	-2.4%	-3%	i	1%	i	0%	?	i	1%	-12%
Cn1c(=O)n(C)c2cc(C(=O)c3ccccc3)ccc21	·	·	·	i	·	i	0%[20.6 µM]	i	?	1%[25.5 µM]	·
NC(N)=NNC(=O)C(=O)O	0%[9.17 µM]	5.2%[9.22 µM]	-5%[11.5 µM]	i	6%[11 µM]	i	6%[9.22 µM]	i	i	2%[11.4 µM]	?
Nc1c2c(nc3ccn(-c4ccccc4)c(=O)c13)CCCCC2	0%	1.3%[1.84 µM]	-5%	2.6e-08M*	-3%	?	5%	?	i	-10%	?
O=C(CC(CC(=O)c1ccccc1)C(=O)O)c1ccccc1	-16%[9.17 µM]	-2.9%[0.0738 µM]	-15%	·	-3%[11 µM]	·	2%	·	·	1%	?
COc1ccccc1-c1c(C)nn2c(C)cc(C)nc12	0%	-1.2%	13%	·	4%	·	-4%	·	·	3%	9%
Cn1c(=O)[nH]c(=O)c2c1nc(N1CCCC1)n2CCCSc1nc2ccccc2o1	-3%	1.4%[57.5 µM]	-17%	i	-2%	i	3%	?	i	-2%	?
CCn1c(SCC(=O)Nc2ccc(OC)c(OC)c2)nnc1-c1cccs1	·	0.5%[0.369 µM]	-29%	i	-3%	i	-2%	i	i	-1%	24%
CCCn1c(-c2ccc(F)cc2)nc2c(NCCN(C)C)nc(C)nc21	-7%	-0.5%	13%	·	-5%	·	·	·	·	·	12%
O=[n+]1cc(-c2ccccc2)n([O-])c2c1CCC2	-1%	3.2%[57.5 µM]	9%	?	1%	1.3e-08M*	0%	i	?	1%	11%
CC(=O)Nc1nonc1NC(C)=O	-1%	-0.8%	4%	i	-2%	i	-1%	i	?	1%	1%
CCCCN(C(=O)Cn1nnc2ccccc21)C(C(=O)NCCOC)c1ccc(OC)cc1OC (stereo unspecified)	-6%	-1.4%	4%	i	-1%	i	1%	i	?	1%	-9%
CCCCC[C@H](O)/C=C/[C@@H]1[C@@H](CCCCCCC(=O)O)[C@@H](O)C[C@H]1O	·	·	·	i	·	i	3%[20.6 µM]	i	?	2%[25.5 µM]	·
COc1cccc(-c2nc(N3CC(C)CC(C)C3)c3ccccc3n2)c1O (stereo unspecified)	·	·	·	?	·	?	0%[20.6 µM]	i	i	1%[25.5 µM]	·
CC(=O)c1cc(-c2ccc(F)cc2)n(CC(=O)NCc2cccs2)c1C	11%	-1.3%	-4%	i	-2%	i	1%	i	i	0%	?
CC(=O)Nc1ccc(SCC(=O)OCC(=O)NC(=O)NCc2ccco2)cc1	-3%	-4.8%	9%	i	-13%	i	0%	i	?	-3%	?
COCCNC(=O)C(c1cccc(OC)c1)N(Cc1cccs1)C(=O)Cn1nnc2ccccc21 (stereo unspecified)	-1%	-3.3%	-6%	i	0%	?	10%	i	i	2%	?
CC/C(=N\O)C(C)(C)/[N+]([O-])=C/c1ccc(Br)cc1	-6%	0.1%	-13%	·	-4%	·	2%	·	·	0%	-3%
CC1CCN(C(c2ccc(N(C)C)cc2)c2nnnn2C(C)(C)C)CC1 (stereo unspecified)	-3%	0.2%[57.5 µM]	-20%	i	-2%	i	-2%	?	i	-1%	4%
COC(C(=O)Nc1cccc(F)c1)c1ccccc1 (stereo unspecified)	14%	-0.2%	-3%	·	1%	·	0%	·	·	-6%	0%
CCCOc1ccc(N2CC(C(=O)NC(C)C)CC2=O)cc1 (stereo unspecified)	-6%	·	-7%	i	1%	i	0%	i	i	2%	-2%
Cc1ccc2nc(-c3ccc(NC(=O)c4ccco4)cc3)[nH]c2c1	-1%	-1.0%	-14%	?	-18%	?	-2%	i	i	5µM*	9%
O=C(O)c1ccccc1C1=Nc2ccc(O)cc2Oc2cc(O)ccc21	-1%	0.2%	-3%	i	0%	i	-2%	1.3e-08M*	1.7e-07M*	6%	-3%
CCOC(=O)c1ccc(-n2[nH]c(-c3ccccc3)cc2=O)cc1	0%	0.1%	-6%	i	-11%	i	0%	i	i	2%	?
CCCOC(=O)c1ccc(NC(=O)C2CCCO2)cc1 (stereo unspecified)	-2%	2.5%	-1%	i	-1%	i	-3%	i	i	-12%	-19%
Cc1cc(C)nc(-n2nc(C)cc2Nc2ccccc2)n1	3%	-0.1%	-24%	i	-4%	i	?	?	i	-1%	27%
O=C(Oc1ccccc1)N1CCN(c2ccc(F)cc2)CC1	5%[9.17 µM]	-2.4%[0.0738 µM]	-14%	·	?	·	0%	·	·	3%	?

This is a subset (hit frequency here may not be typical).
